ELG1 DNA repair: ELG1-dependent DNA repair inhibition; HEK293T ELG1-luciferase reporter, luminescence, 16 h; DNA damage induced by 5-fluorouridine; Potency, µM (series often up to 46.1 µM), for the others: at the top dose activity change, negative = inhibition, hits mostly inhibitors; 330,000 tested, 2.3% active; further: potency means the concentration at half of the fitted maximal effect; on the % scale 0 is the no-effect control and ±100 the full control effect; nearly all actives have a fitted effect of over 55% in size
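Cells (2,000 per well) received 5-fluorouridine plus test compound or DMSO and were incubated 16 hr at 37 °C, 5% CO2. Luciferase activity was read by luminescence 30 min after ONE-Glo addition; signal suppression marked inhibition of damage-induced ELG1 function.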
FLuc counter: counter-screen for miR-21 project: firefly luciferase inhibitors or activators. purified FLuc, Km substrates, luminescence inhibition. AID 588342. Potency, µM (series often up to 57.5 µM), inactives show top-dose activity change, negative = inhibition, actives largely listed as inhibitors. 360,000 tested, 6.9% active;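 further: potency means the concentration at half of the fitted maximal effect; plate controls were vehicle for no effect and reference inhibitor for full effect; nearly all actives have a fitted effect of over 55% in size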
Target sequence (P08659 whole entry, looked up): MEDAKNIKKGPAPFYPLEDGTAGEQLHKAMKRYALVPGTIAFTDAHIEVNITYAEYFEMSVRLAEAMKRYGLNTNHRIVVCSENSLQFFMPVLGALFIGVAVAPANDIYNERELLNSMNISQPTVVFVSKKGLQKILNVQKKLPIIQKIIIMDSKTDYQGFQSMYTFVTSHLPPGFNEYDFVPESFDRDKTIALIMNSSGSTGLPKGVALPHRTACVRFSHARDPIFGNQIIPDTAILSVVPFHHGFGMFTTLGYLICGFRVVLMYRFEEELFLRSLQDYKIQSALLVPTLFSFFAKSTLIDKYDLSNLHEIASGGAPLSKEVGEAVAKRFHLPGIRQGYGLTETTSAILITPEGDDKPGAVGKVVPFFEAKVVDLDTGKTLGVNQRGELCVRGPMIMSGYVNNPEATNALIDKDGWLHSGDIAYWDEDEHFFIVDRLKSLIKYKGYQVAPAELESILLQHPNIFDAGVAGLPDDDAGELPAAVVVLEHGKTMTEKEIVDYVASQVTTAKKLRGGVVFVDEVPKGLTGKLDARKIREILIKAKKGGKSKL
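Purified P. pyralis luciferase, 10 nM final, with Km-level 10 uM D-luciferin and 10 uM ATP in 50 mM Tris acetate pH 7.5, 10 mM Mg acetate, 0.01% Tween-20, 0.05% BSA; 6-point qHTS titration about 60 µM downward; luminescence read.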
ELG1 genotox: induces genotoxicity in HEK293T cells with luciferase-tagged ELG1; AID 504466; 330,000 tested, 1.3% active; HEK293T ELG1-luciferase reporter, luminescence, 16 h; Potency, µM (highest dose often 46 µM), for the others: at the highest dose activity change, positive = activation, usual class: activators; further: potency means the concentration at half of the fitted maximal effect; % of control where 0% means no effect; nearly all actives have a fitted effect of over 60% in size
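Reporter readout depends on ELG1 protein level, which increases with genetic stress. After 16 hr compound exposure at 37 °C, luciferase activity was quantified using ONE-Glo.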
p53 reactivation: mutant p53 re-activation in reporter cells. H1299 p53-A138V BP100-luciferase reporter, luminescence, 24 h. Potency, µM (highest dose often 92.2 µM), without a hit: top-dose activity change, positive = activation, actives largely listed as activators. 320,000 tested, 0.063% active; further: potency means the concentration at half of the fitted maximal effect; % of control where 0% means no effect; nearly all actives have a fitted effect of over 45% in size
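H1299 (p53-null), stable ts p53-A138V + BP100-Luc; 1000 cells/well, Opti-MEM/10% FBS; cpd 4 pt, 1:5; 24 h, 37 deg C, 5% CO2; detection reagent 10 min RT; luminescence.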
NPC1 promoter act: activators of NPC1 promoter; Huh7 NPC1 promoter luciferase reporter, 24 h; Potency, µM (highest dose often 9.22 µM), without a hit: at the top dose activation, most hits filed as activators; 320,000 tested, 2.4% active; AID 485313;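 further: potency means the concentration at half of the fitted maximal effect; % of control where 0% means no effect; nearly all actives have a fitted effect of over 60% in size; reporter is driven by a mutant NPC1 promoter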
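Huh7 reporter cells (NPC1 promoter driving luciferase) are dosed with compound for 24 h at 37 °C, 5% CO2; luciferase detection reagent is then added and luminescence measured after 10 min at ambient temperature.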
TRPV1 agonist: agonists of human vanilloid receptor 1 (TRPV1). AID 540275. activation, % at 8.33 µM. TRPV1-expressing cells, Fluo-8 calcium influx, agonist mode. 320,000 tested, 0.19% active. Q8NER1; in the data active means activation above about 80%; inconclusive means between about 30% and that limit; further: 0% is about no effect
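Fluo-8 calcium influx in TRPV1-expressing cells, kinetic read (ex 480/em 520 nm). Compound added and read 3 min for agonist activity, followed by capsaicin at EC20 final and 2 min further read for enhancement.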
VP16 counter: inhibits Gal4-VP16 luciferase reporter, ROR gamma counter-screen; Drosophila S2 Gal4-VP16 UAS-luciferase, luminescence, 20 h; Potency, µM (doses to about 53.6 µM), without a hit: at the top dose activity, negative = inhibition, actives largely listed as inhibitors; 310,000 tested, 3.5% active;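 further: Gal4-VP16 expression switched on by copper sulfate through the metallothionein promoter; potency means the concentration at half of the fitted maximal effect; on the % scale 0 is the no-effect control and ±100 the full control effect; nearly all actives have a fitted effect of over 50% in size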
RORgamma inh: inhibitors of mouse ROR gamma transcriptional activity; 310,000 tested, 5.4% active; P51450; Potency, µM (doses to about 53.6 µM), for inactives: top-dose activity change, negative = inhibition, hits mostly inhibitors; Drosophila S2 Gal4-RORgamma UAS-luciferase reporter, 20 h; further: potency means the concentration at half of the fitted maximal effect; on the % scale 0 is the no-effect control and ±100 the full control effect; nearly all actives have a fitted effect of over 60% in size
Target sequence (P51450 whole entry, looked up, the tested form may be a part): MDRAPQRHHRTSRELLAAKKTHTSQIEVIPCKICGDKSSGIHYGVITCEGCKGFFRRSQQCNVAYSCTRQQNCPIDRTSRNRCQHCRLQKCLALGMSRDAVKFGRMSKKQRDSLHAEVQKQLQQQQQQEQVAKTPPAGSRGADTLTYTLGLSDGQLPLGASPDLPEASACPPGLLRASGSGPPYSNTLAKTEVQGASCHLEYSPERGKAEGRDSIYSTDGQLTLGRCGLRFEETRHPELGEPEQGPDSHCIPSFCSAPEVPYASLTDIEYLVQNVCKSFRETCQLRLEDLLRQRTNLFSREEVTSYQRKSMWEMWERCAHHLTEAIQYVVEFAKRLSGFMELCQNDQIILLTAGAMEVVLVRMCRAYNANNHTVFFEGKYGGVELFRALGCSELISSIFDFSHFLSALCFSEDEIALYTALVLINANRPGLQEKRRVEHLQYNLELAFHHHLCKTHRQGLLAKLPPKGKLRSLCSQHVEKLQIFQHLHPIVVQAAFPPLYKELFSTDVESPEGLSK
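Drosophila S2 cells stably expressing Gal4-DBD/mouse RORγ fusion under metallothionein promoter plus UAS-luciferase; compound 1 h, then 700 uM CuSO4 induction for 20 h at ambient temperature; inhibition read as reduced luminescence.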
BRCA1 expr up: activators of BRCA1 expression. MCF7-BRCA1-FFLuc reporter, luminescence, 48 h; response scale: scaled: vehicle 0%, 10 µM genistein 100%. AID 624202. 380,000 tested, 1.1% active. Potency, µM (series often up to 46.1 µM), inactives show at the highest dose activation, actives largely listed as activators; further: potency means the concentration at half of the fitted maximal effect; nearly all actives have a fitted effect of over 80% in size; some results filed as inactive show a strong effect at the top dose
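Cells: MCF7-BRCA1-FFLuc, 2000/well. Exposure: 48 h, 37 °C, 5% CO2. Read: luminescence, 15 min post-substrate. Controls: genistein 10 microM (maximal activation), DMSO (neutral).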
Rab9 prom act: activators of Rab9 promoter; Huh7 Rab9 promoter-luciferase reporter, luminescence, 24 h; Potency, µM (series often up to 9.22 µM), without a hit: top-dose activation, negative = inhibition, usual class: activators; 320,000 tested, 2.8% active; AID 485297; further: potency means the concentration at half of the fitted maximal effect; % of control where 0% means no effect; nearly all actives have a fitted effect of over 60% in size
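Cell-based reporter: Huh7 stable for Rab9 promoter-driven luciferase, plated in reduced-serum medium with 10% FBS at 1500 cells/well, compound-treated 24 h at 37 °C, luminescence read after 10 min reagent.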
Tb PFK inh: T. brucei PFK enzyme inhibition; Potency, µM (titrated, usually from 57.5 µM), for inactives: at the highest dose activity, negative = inhibition, usual class: inhibitors; T. brucei PFK, ADP-Glo luminescence; 330,000 tested, 0.17% active; AID 485367; O15648;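 further: potency means the concentration at half of the fitted maximal effect; 0% = uninhibited 1x PFK enzyme wells and -100% = no-enzyme wells; nearly all actives have a fitted effect of over 60% in size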
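ADP-Glo luminescence quantified ADP after 45 min at room temperature, with 1.25 nM T. brucei PFK, 0.1 mM ATP and 0.5 mM fructose-6-phosphate in pH 8.0 TEA buffer. qHTS titrations up to 57 µM; curves classified by quality.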
* = called active by the depositor; u = inconclusive; x = no result given; & = joins results of further samples; [ ] = dose if it differs, or a comment. Unless noted, the call rests on the fitted dose curve; in most records, active means well fitted curve in the direction sought with a large enough effect; inconclusive means small, poorly fitted or top-dose-only effect, or another doubt; inactive means no such curve, though single readings can be large; an effect the other way counts as inactive or inconclusive. The order is random. About 15% of those tested had a hit in this group.

SMILES	ELG1 DNA repair	FLuc counter	ELG1 genotox	p53 reactivation	NPC1 promoter act	TRPV1 agonist	VP16 counter	RORgamma inh	BRCA1 expr up	Rab9 prom act	Tb PFK inh
CCN1C(=Nc2ccc(Cl)cc2)SC/C1=C\C(=O)OC	14%	u	4%	28%	22%	-1	7%	41%	69%	18%	3%
O=C(NCCCN1CCOCC1)c1cccc(S(=O)(=O)NCc2ccccc2)c1	3%	4%	0%	6%	-1%	1	x	x	-4%	6%	-1%
CCCCC(=O)Nc1ccc2c(c1)nc(CCN1CCOCC1)n2C	6%	-1%	0%	0%	-1%	-5	-2%	28%	-8%	-8%	-5%
COCCNS(=O)(=O)c1cc2[nH]c3c(c2cc1C)C(=O)CC(C)(C)C3	-8%	-7%	-2%	-5%	-2%	1	-3%	19%	-22%	-4%	-10%
Cn1cccc1C(=O)Nc1nc(-c2ccccn2)cs1	u	8.5µM*	16%	76%	2µM*	-14	4µM*	1.6µM*	-13%	1.8µM*	0%
CC(C)Cn1cnc2sc3c(c2c1=N)CCCC3	u	2%	2%	-1%	2%	7	u	0%	10%	-1%	-4%
CC(OC(=O)c1ccc(NS(=O)(=O)c2ccc3[nH]c(=O)[nH]c3c2)cc1)C(N)=O (centres undefined)	20%	1%	0%	2%	1%	-3	3%	-2%	8%	2%	0%
COc1ccc(CC(=O)Nc2nnc(SCc3ccccc3)s2)cc1S(=O)(=O)N1CCOCC1	-25%	-15%	-2%	5%	0%	0	u	u	2%	-3%	1%
COc1ccc(C(=O)Nc2nc(-c3ccc(OC)cc3)c(-c3ccc([N+](=O)[O-])cc3)s2)cc1	18%	0%	1%	-6%	-8%	1	-2%	-12%	15%	2%	2%
CC(=O)NC(Cc1cnc[nH]1)C(=O)O (centres undefined)	-2%	-1%	0%	-3%	1%	0	3%	-16%	2%	4%	-2%
COc1ccc(C(=O)Nc2ccccc2C(=O)N2CCCCCC2)cc1	18%	0%	5%	-3%	u	4	-9%	-10%	0%	4%	-9%
COc1ccc(C/C(N)=N/OC(=O)CCc2ccccc2)cc1	-2%	1%	-3%	11%	-4%	23	0%	-11%	-3%	0%	0%
C#CCNC(=O)C1=C[C@H](c2csc3ccccc23)C[C@H](OCCCCO)O1	-5%	1%	-3%	-6%	-4%	7	-2%	25%	0%	0%	-1%
O=CN1CCN(C(=O)c2ccc(-c3nc4ccccc4s3)s2)CC1	u	11µM*	u	8%	1.8µM*	25	-3%	26%	u	1.1µM*	-1%
FC(F)(F)c1ccc(CN2C[C@@H]3C(c4ccccc4)C4(c5ccccc5)CC3(C4)[C@H]2c2ccccc2)cc1 (some centres undefined)	u	1%	-1%	6%	-24%	-1	9%&-3%	-9%&-12%	x	-28%	-7%
NC(=O)CC(NC(=O)Cc1ccc(Cl)cc1)c1ccc(NC2CC3CCC2C3)c([N+](=O)[O-])c1 (centres undefined)	-7%	-8%	-1%	-4%	-7%	0	-5%	43%	0%	-5%	0%
NC(=S)N/N=C/c1c(O)ccc2ccccc12	13µM*	-4%	-12%	3%	9%	-1	4µM*	1.1µM*	-70%	-15%	-5%
Cn1c(=NC(=O)c2cccc([N+](=O)[O-])c2)sc2ccccc21	u	0.34µM*	0.82µM*	-6%	u	-5	-7%	25%	-23%	2.8µM*	-6%
Cc1ccc(C)c(S(=O)(=O)N2CCN(c3nc(-c4cccnc4)nc4ccccc34)CC2)c1	18µM*	x	-6%	-6%	2%	2	x	x	-39%	-4%	-9%
Cc1ccc(C(=O)OCC(=O)N(C)c2ccccc2)cc1C	17%	5%	15%	-4%	-2%	14	2%	14%	0%	-1%	-3%
CCCc1nnc(NC(=O)CCC(=O)N2CCN(C3c4ccccc4-c4ccccc43)CC2)s1	u	-4%	-2%	-7%	-1%	24	-3%	5%	-16%	-6%	0%
Cn1c(=O)n(-c2ccccc2)c(=O)c2c3c(sc21)COC(C)(C)C3	-20%	2%	2%	3%	4%	-1	0%	12%	10%	-2%	2%
O=C(Nc1ccccc1)C1=C(c2ccccc2)S(=O)(=O)CCS1(=O)=O	u	-5%	-13%	-9%	-41%[inhibitor]	1	2.2µM*	0.89µM*	-60%	-48%[inhibitor]	u
CCNC(=S)NNC(=O)CSc1nc2ccccc2n1C	0%	2%	-3%	0%	1%	-4	0.71µM*	0.22µM*	23%	0%	-1%
Cc1cc(/C=C2/C(=N)N3C(=NC2=O)SN=C3S(C)(=O)=O)c(C)n1-c1ccc(F)cc1	u	1.5µM*	u	17%	30%	-2	-3%	13%	7.9µM*	14%	1%
CC1CCCN(C(=S)SCC(=O)O)C1 (centres undefined)	2%	-1%	1%	-4%	-1%	2	-3%	0%	-4%	2%	0%
CC(C)c1cc(C(F)(F)F)n2nc(C(=O)Nc3ccc4c(c3)OCO4)cc2n1	u	12µM*	u	11%	28%	u	-3%	40%	74%	u	-4%
Cc1ccc(Cl)cc1N1CCN(C(=O)CN2C(=O)c3cccc4cccc2c34)CC1	21µM*	7%	-13%	1%	-8%	-2	-19%	-8%	-9%	-5%	0%
O=C(NCCc1ccc(F)cc1)c1ccc(Cl)c(S(=O)(=O)N2CCOCC2)c1	u	x	-5%	u	-10%	u	x	x	-15%	0%	-27%
Cc1ccccc1C(=O)Nc1nc2c(C)csc2c(=O)s1	-2%	1%	3%	0%	-2%	8	-6%	7%	-40%	-6%	1%
O=C(Nc1ccc(Cl)cc1)Nc1nnc(/C=C/c2ccccc2)s1	u	-2%	-23%	11%	4%	3	u	u	0%	-6%	-2%
COc1ccc(OC)c(/C=C/c2nc3ccccc3[nH]c2=O)c1	-1%	-11%	8%	-1%	7%	9	-2%	2%	-45%	6%	0%
O=C1NC(=O)C(CC(=O)N(Cc2cccs2)C2(C(=O)NC3CCCC3)CCCCC2)N1 (centres undefined)	-1%	7%	-2%	-5%	1%	3	-10%	8%	-16%	-1%	5%
COC(=O)CCCNC(=O)c1ccccn1	10%	0%	2%	11%	1%	1	-7%	6%	-2%	-26%	-5%
COc1ccc(NS(=O)(=O)c2ccc(Oc3cccc(C(=O)O)c3)cc2)cc1	7%	-17%	1%	-3%	-3%	-1	-13%	-1%	13%	4%	5%
CCOc1ccc(CN(C)C(=O)c2ccc(S(=O)(=O)N(C)c3ccccc3OC)cc2)cc1	u	3%	-2%	-3%	-12%	u	x	x	-34%	-15%	3%
CCN(CC(=O)Nc1ccc(C(=O)OC)cc1)C1CCCCC1	0%	0%	1%	3%	-7%	18	11%	4%	-13%	-2%	-11%
Cc1csc(NC(=O)Nc2ccc(Cl)cc2)n1	u	u	u	u	26%	0	20%	18%	37%	u	-17%
CCCc1[nH]nc2c1C(c1ccoc1)C(C#N)=C(N)O2 (centres undefined)	-10%	-2%	15%	-3%	-5%	0	-23%	u	-32%	-1%	-3%
CCCCCCC(=O)N(O)C1CC(=O)N(Cc2ccccc2)C1=O (centres undefined)	15%	-3%	u	0%	-4%	u	-78%	10µM*	-32%	0%	-3%
CCCOc1ccc(-c2nc(N3CCN(CC)CC3)c3ccccc3n2)cc1	-4%	u	4%	0%	-6%	4	-2%	-9%	-15%	-8%	5%
Cc1cc(=O)[nH]c(SCC(=O)Nc2ccc(Br)cc2)n1	2%	-5%	2%	-1%	-1%	1	0%	32%	-5%	-1%	1%
CCCCCCCC/C=C\CCCCCCCC(=O)NCCO	5%	2%	6%	-5%	-1%[46.1 µM]	25	0%&-2%	-34%&6%	11%	-3%[46.1 µM]	-13%
COc1cc(C(=O)NCc2ccco2)c(Br)c(OC)c1OC	1%	1%	0%	5%	1%	-3	3%	13%	1%	6%	-9%
CC(C)CNC(=O)c1cccc(Cn2cc(Cl)cn2)c1	-3%	-1%	-2%	-6%	0%	10	14%	26%	-1%	1%	0%
Cc1cc(Nc2ccccc2)c2c([N+](=O)[O-])cc(C)c(C)c2n1	-6%	-7%	3%	3%	11%	3	-11%	-1%	-16%	-8%	-2%
CC(C)CN(CC(C)C)c1nnc(N)s1	2%	4%	-1%	-1%	-2%	-6	4%	6%	1%	3%	1%
COc1ccc(C(=O)CN2C(=O)NC3(CCCc4ccccc43)C2=O)c(OC)c1 (centres undefined)	-6%	5%	-8%	16%	-2%	9	12%	4%	-7%	-2%	3%

High-throughput results (PubChem)
